# Bioassay records deposited in PubChem by The Scripps Research Institute Molecular Screening Center.
# SRC1 TRFRET art: TR-FRET detection interference compounds, primary screen, artefact control for PPARgamma SRC-1 recruitment agonists, biochemical, TR-FRET emission ratio; 99,000 tested, 0.34% active; TR-FRET ratio at 8 µM; TR-FRET detection artefact counter-screen; stronger effect = higher value; in the data active = TR-FRET ratio above about 2300; also: inactives centre near 1800
# SRC3 TRFRET art: TR-FRET detection interference compounds, artefact control for PPARgamma SRC-3 recruitment agonists, biochemical, TR-FRET ratio | 99,000 tested, 0.39% active | TR-FRET artefact counter-screen, PPARgamma/SRC-3 format; stronger effect = higher value | TR-FRET ratio at 8 µM; in the data active = TR-FRET ratio above about 2000; also: inactives centre near 1600
# * hit, by the source's call. Only part of the results is shown; count on the stated rates, not on these rows.
SMILES,SRC1 TRFRET art,SRC3 TRFRET art
CCn1c(C(C)NC(=O)c2ccc(C)cc2)n[nH]c1=S (stereo unspecified),1835,1554
CCOC(=O)C1CCN(C(=O)CCS(=O)(=O)c2ccc3c(c2)CC(C)N3C(=O)CC)CC1 (stereo unspecified),1460,1577
COc1c(C)cc(C(=O)C2CCCN(C(=O)Cn3ccc(C)n3)C2)cc1C (stereo unspecified),1628,1648
COC(=O)c1c(C)oc2ccc(N(C(=O)Oc3ccccc3)S(=O)(=O)c3ccc(Cl)c([N+](=O)[O-])c3)cc12,1537,1519
Cc1nn(C)c(C)c1CN(C)C(=O)c1nn2c(c1Br)NC(c1cccs1)CC2C(F)(F)F (stereo unspecified),1945,1506
Cc1ccc(C(NC(=O)c2ccccc2)C(Cl)(Cl)Cl)cc1 (stereo unspecified),1880,1512
Cc1ccc(NC(=O)Cn2c(=O)cnc3ccccc32)cc1S(=O)(=O)N(C)C,1962,1525
COCC(=O)n1nc(-c2ccccc2)nc1NCc1ccc(N(C)C)cc1,1645,1444
NC(=O)CC1C(=O)N(c2ccc(F)cc2)C(=O)N1NC(=O)CCc1ccccc1 (stereo unspecified),2123,1551
CCONc1ncnc2nonc12,1650,1647
CCOC(=O)c1[nH]ncc1CN1CCN(Cc2ccc(C)cc2)C(CCO)C1 (stereo unspecified),1764,1676
C=C(C)CNC(=S)N/N=C/c1c(F)cccc1F,1921,1645
Cc1ccc(S(=O)(=O)N(C)C)cc1NC(=O)C1CCCC1,1851,1490
O=C(Nc1ccc2c(c1)OCCO2)c1cccs1,1606,1455
O=C(N/N=C\c1ccc(O)c([N+](=O)[O-])c1)c1ccccc1-n1cccc1,1654,1551
Cc1cc(C)nc(N/N=C/c2cc3c(cc2[N+](=O)[O-])OCO3)n1,1708,1331
CCOC(=O)c1sc(N(Cc2ccccc2)C(=O)CSc2nnc(C3CC3)n2N)nc1C,1861,1498
CC1CC(=O)N(C)c2cc([N+](=O)[O-])ccc2N1 (stereo unspecified),1796,1484
CC(=O)Nc1ccc(NC(=O)Cn2c(=O)n(-c3ccc(F)cc3)c(=O)c3oc4ccccc4c32)cc1,2063,1671
COc1ccc2cc3cc(C(=O)NCCN4CCc5ccccc5C4)sc3nc2c1,1931,1595
O=S(=O)(Nc1nc2ccccc2nc1N1CCc2ccccc2C1)c1ccc(Cl)cc1,1856,1464
COc1cc2c(cc1OC)C(c1ccc(C)o1)CC(=O)N2 (stereo unspecified),1767,1668
Cc1cc2c(c(=O)o1)C(c1cccs1)C(C#N)=C(N)O2 (stereo unspecified),1774,1640
O=C(Nc1cc(Cl)ccc1Cl)c1ccc(-c2ccccc2)cc1,1619,1444
O=C(CSc1cccs1)Nc1cccc2ccccc12,1780,1514
O=C(CCC(=O)c1ccccc1)NCCOc1ccccc1,1577,1533
Cc1c(CCOC(=O)CC23CC4CC(CC(C4)C2)C3)sc[n+]1CC(=O)c1ccccc1,1636,1542
COc1ccc(NC(=O)Cn2c(C(C)C)nc(C)cc2=O)cc1Cl,1811,1437
Cc1ccc2c(C)c(C(=O)Nc3nnc(C)s3)oc2c1,1850,1440
CC(=O)Oc1ccc2c(=O)c(Oc3ccccc3)c(C)oc2c1OC(C)=O,1408,1257
CCc1ccc(OCC(=O)N(CC)CC)cc1,1871,1737
COc1ccc2cc3c(N)nn(C(=O)c4cccc([N+](=O)[O-])c4)c3nc2c1,1887,1512
FC(F)Oc1ccc(NC(=S)NCc2ccco2)cc1Cl,1967,1421
C1=C(c2ccccc2)CCN(c2ncnc3nc[nH]c23)C1,1938,1751
O=C1C2C3C=CC(CC3)C2C(=O)N1/N=C/c1c(O)ccc2ccccc12 (stereo unspecified),1888,1646
Cc1cc(-c2nnc(CCC(=O)NC(c3ccccc3)c3ccccc3)o2)no1,1634,1472

# Ordered by molecular weight (lowest first): six of the compounds above
SMILES,SRC1 TRFRET art,SRC3 TRFRET art
C=C(C)CNC(=S)N/N=C/c1c(F)cccc1F,1921,1645
O=C(CCC(=O)c1ccccc1)NCCOc1ccccc1,1577,1533
O=C(N/N=C\c1ccc(O)c([N+](=O)[O-])c1)c1ccccc1-n1cccc1,1654,1551
COCC(=O)n1nc(-c2ccccc2)nc1NCc1ccc(N(C)C)cc1,1645,1444
CCOC(=O)c1[nH]ncc1CN1CCN(Cc2ccc(C)cc2)C(CCO)C1 (stereo unspecified),1764,1676
CCOC(=O)C1CCN(C(=O)CCS(=O)(=O)c2ccc3c(c2)CC(C)N3C(=O)CC)CC1 (stereo unspecified),1460,1577

# The listing picks up; the six compounds before the break are reprinted first.
SMILES,SRC1 TRFRET art,SRC3 TRFRET art
CCc1ccc(OCC(=O)N(CC)CC)cc1,1871,1737
COc1ccc2cc3c(N)nn(C(=O)c4cccc([N+](=O)[O-])c4)c3nc2c1,1887,1512
FC(F)Oc1ccc(NC(=S)NCc2ccco2)cc1Cl,1967,1421
C1=C(c2ccccc2)CCN(c2ncnc3nc[nH]c23)C1,1938,1751
O=C1C2C3C=CC(CC3)C2C(=O)N1/N=C/c1c(O)ccc2ccccc12 (stereo unspecified),1888,1646
Cc1cc(-c2nnc(CCC(=O)NC(c3ccccc3)c3ccccc3)o2)no1,1634,1472
O=[N+]([O-])c1ccc(CSc2nnc(Cc3ccccc3)n2-c2ccc(F)cc2)cc1,1418,1494
Cc1ccc(OCCn2c(=O)n(C)c3ccccc32)cc1,1678,1367
CCOC(=O)C1=C(C)NC(C)=C(C(=O)OCC)C1C(=O)OCC(=O)N(C)C1CCS(=O)(=O)C1 (stereo unspecified),1849,1355
C/C(=N\OCC(=O)Nc1ccc2c(c1)OCCO2)c1ccc2c(c1)OCCO2,1858,1748
CCOC(=O)n1c(=O)n(Cc2cccc(F)c2)c2ccccc21,1640,1553
O=C(NNC1=NCCCCC1)Nc1cccc(Cl)c1,2073,1655
CCOC(=O)c1c(NC(=O)C2CCCN(S(=O)(=O)c3ccc(C)cc3)C2)sc2c1CCCC2 (stereo unspecified),1812,1777
CC1(C)CC(=O)C(C=NCCN2CCNC2=O)=C(O)C1,1968,1462
C=CCn1c(N)cc(=O)nc1SCC(=O)Nc1ccccc1C(N)=O,1882,1612
CC(C)(C)NC(=O)/C=N/O,1646,1621
COc1ccc(/C=C2\CCc3ccccc3C2=O)c(OC)c1OC,2196,1511
O=C(Nc1cccnc1Cl)c1ccc(Cl)c([N+](=O)[O-])c1,1748,1410
CN(C)C(CNC(=O)c1oc2ccccc2c1CSc1ncn[nH]1)c1ccco1 (stereo unspecified),1897,1440
Cc1ccc(NC(=S)N(CCN2CCOCC2)Cc2ccccc2F)cc1,1642,1537
CCOC(=O)C1CCCN(Cc2ccc(O)c(OC)c2)C1 (stereo unspecified),1910,1500
COc1ccc(S(=O)(=O)NCc2ccco2)c2ccccc12,1721,1424
O=C(NCc1ccco1)C(=O)NCC1OCCN1S(=O)(=O)c1ccc(Br)cc1 (stereo unspecified),1775,1609
CCN1CCCc2cc(CN(CCN3CCOCC3)C(=S)Nc3cccc(OC)c3)ccc21,2095,1537
Nc1ccc(C(=O)OCc2nc3cc4ccccc4cc3[nH]2)cc1,1887,1675
Cc1ccc(C(=O)NCCSCc2ccc(Cl)cc2Cl)cc1[N+](=O)[O-],1788,1284
Cc1cc(C)c(OCC(=O)Nc2nc3ccccc3[nH]2)c(C)c1,1547,1471
O=C(O)C1=C[C@H](c2coc3ccccc3c2=O)C[C@H](OCc2ccc(CO)cc2)O1,1642,1353
Cc1cccc(OCC(=O)Nc2ccc3c4c(cccc24)CC3)c1C,2019,1695
Cn1c(SCC(=O)Nc2ccc3nc(SCC(=O)NC4CC4)sc3c2)nnc1-c1ccccc1,1626,1519
NS(=O)(=O)c1ccc(CCNC(=O)CSCc2ccccc2)cc1,1682,1522
CC(c1ccccc1F)n1cc(C(=O)NCc2ccncc2)nn1 (stereo unspecified),1825,1445
CC1=NN(c2ccc(C(=O)O)c(N)c2)C(=O)C1,1865,1673
O=C(CSc1ccc2ccccc2n1)Nc1ccc(N2CCOCC2)cc1,1867,1532
Cc1ccc([N+](=O)[O-])cc1NC(=S)NC(=O)c1cccs1,1809,1661
CCOC(=O)C(Cc1ccccc1)C(=O)Nc1cccc(C)c1 (stereo unspecified),1837,1767
Cc1ccc(S(=O)(=O)N(CC(=O)Nc2ccccc2-c2ccccc2)c2ccc(C)cc2C)cc1,1847,1566
COC(=O)Nc1ccc(S(=O)(=O)NCCCCCC(=O)O)cc1,1813,1572
CC(=O)Nc1ccccc1OCC(=O)c1cc(C)n(Cc2cccs2)c1C,2096,1585
Cc1ccc(-n2c(-c3cccs3)nc3nc4ccccc4nc32)cc1,1829,1623
CC1=C(C(=O)OCC2CCCO2)C(c2ccccc2)C2=C(CCCC2=O)N1 (stereo unspecified),1659,1690
CC(C)(CNC(=O)COc1ccccc1Cc1ccccc1)N1CCOCC1,2052,1568
Cc1cc(N)n2nc(-c3ccccc3)cc2n1,1577,1546
COc1ccc(/C=C2/SC(=O)N(CC(=O)NCCC(C)C)C2=O)cc1OC,1769,1509
Cc1nn(-c2ccccc2)c2c1C(c1cccnc1)N1C=C(S(=O)(=O)N3CCCCC3)C=CC1=N2 (stereo unspecified),2011,1529
COC(=O)C12CCC(C)(c3nc4ccccc4nc31)C2(C)C (stereo unspecified),1816,1438
CCCc1nc2oc3c(NCC4CCCO4)ncnc3c2c2c1COC(C)(C)C2 (stereo unspecified),2012,1589
O=C(CN1C(=O)C2CC=CCC2C1=O)Nc1ccc(-c2nnc3n2CCCCC3)cc1 (stereo unspecified),1707,1600
CCOCC(=O)Nc1cc(Cl)ccc1C,1697,1674
Cc1ccc(Sc2ncccc2COC(=O)NC(C)C)cc1,1750,1562
CC(=O)Nc1ccc(NC(=O)C(C)OC(=O)CCc2nc3ccccc3s2)cc1 (stereo unspecified),1608,1612
COc1ccc(OC)c(-c2csc(NC(=O)Cn3[nH]c(=O)c4ccccc4c3=O)n2)c1,1430,1426
O=C(COC(=O)C1CC2C=CC1C2)NCc1ccccc1Cl (stereo unspecified),1568,1547
COc1ccc(S(=O)(=O)n2nc(OC(C)=O)cc2N)cc1,1638,1572
COc1ccc(S(=O)(=O)N2CCCCC2)cc1NS(=O)(=O)c1cc(Cl)ccc1Cl,1556,1391
O=C(Cn1cc2c(n1)CCCCC2)NCCN1CCOCC1,1881,1442
COc1ccccc1COC(=O)N/C=C/c1ccco1,1555,1397
O=C(O)CC1SC(=Nc2cccc(O)c2)NC1=O (stereo unspecified),1755,1569
O=C1C=CC(O)(c2cc(=O)c3c(O)cc(O)cc3o2)C=C1,1629,1662
O=C1CN(C(=O)COc2cccc(F)c2)c2ccccc2N1,1709,1522
COc1ccc(Oc2ccc(NC(=O)c3ccccc3C)cc2)cc1,1738,1539
CCC(C)(C(=O)NC1CCCCC1)N(Cc1cccs1)C(=O)c1ccccn1 (stereo unspecified),1616,1545
CN(C)S(=O)(=O)c1ccc(Cl)c(NC(=O)CSc2nc3c(cc2C#N)C(=O)CCC3)c1,1673,1508
Cc1nn(C)c(Cl)c1/C=N/OC(=O)c1ccc(F)cc1,1684,1573
Cc1ccccc1-n1nnnc1SCC(=O)N(C)C1CCS(=O)(=O)C1 (stereo unspecified),1955,1679
C/C(CC(=O)NCCCN1CCOCC1)=N\NC(=O)COc1ccc(C)cc1,1933,1620
# (more compounds)
SMILES,SRC1 TRFRET art,SRC3 TRFRET art
COc1cccc(C(=O)NC2CCCC2)c1,1450,1709
O=C(Nc1ccccc1Cl)c1ccc(-n2cccn2)c([N+](=O)[O-])c1,1881,1515
CCOc1nc(NCCO)nc(Nc2ccccc2F)n1,1849,1487
CN(c1cccc(NC(=O)c2ccccc2N(C)S(=O)(=O)c2ccccc2)c1)S(C)(=O)=O,1524,1400
Cc1cccc(NC(=S)N(CCCN2CCOCC2)C(C)c2cc3ccccc3o2)c1C (stereo unspecified),1789,1521
CCCN1C[C@H](CSC)C[C@@H]2c3cccc4[nH]cc(c34)C[C@H]21,1722,1660
O=c1oc2ccccc2cc1-c1ccc(O)cc1O,1739,1371
O=C(O)C(=O)/C(=C\c1cccc(Cl)c1)c1ccc2ccccc2n1,1931,1749
CNc1nc(C)c(C(=O)OCC(=O)OC)s1,1569,1538
CCCCOc1cccc(C2C(C(=O)c3cccs3)=C(O)C(=O)N2Cc2cccnc2)c1 (stereo unspecified),1903,1775
O=C(NNC1=NCCC1)c1cccc(S(=O)(=O)N2CCOCC2)c1,1844,1604
FC(F)(F)c1cnc(Sc2ncn[nH]2)c(Cl)c1,1710,1503

# Of the compounds above, two have a cyano group:
SMILES,SRC1 TRFRET art,SRC3 TRFRET art
Cc1cc2c(c(=O)o1)C(c1cccs1)C(C#N)=C(N)O2 (stereo unspecified),1774,1640
CN(C)S(=O)(=O)c1ccc(Cl)c(NC(=O)CSc2nc3c(cc2C#N)C(=O)CCC3)c1,1673,1508

# (cont.)
SMILES,SRC1 TRFRET art,SRC3 TRFRET art
COc1ccccc1NS(=O)(=O)c1cccc2cccnc12,1852,1524
Cc1ccc(NC(=O)N(Cc2nc3ccccc3c(=O)[nH]2)Cc2cccs2)cc1,1830,1537
COC(=O)C(Oc1ccc2c(-c3ccc(OC)cc3)cc(=O)oc2c1)c1ccccc1 (stereo unspecified),2008,1658
CCOc1cc(CNC(C)(C)C)ccc1OCC(=O)Nc1cccc(C(F)(F)F)c1,2083,1577
CCn1cc(SCC(N)=O)c2ccccc21,1759,1339
Cc1cc(C(=O)COC(=O)c2ccc[nH]c2=O)c(C)n1-c1ccccc1,1963,1691
CCOc1ccccc1N(CC(=O)NCC1CCCO1)C(=O)CNS(=O)(=O)c1ccccc1 (stereo unspecified),1686,1504
COC(=O)C1=C(O)/C(=C\c2ccc(CNS(=O)(=O)c3ccccc3)o2)N=C1C,1494,1335

# Nothing new here: two of the compounds above.
SMILES,SRC1 TRFRET art,SRC3 TRFRET art
CCn1cc(SCC(N)=O)c2ccccc21,1759,1339
Cc1cc(C(=O)COC(=O)c2ccc[nH]c2=O)c(C)n1-c1ccccc1,1963,1691
